Assay outcomes (PubChem BioAssay)
Autophagy mod – autophagy modulators in MEF cells, primary screen, imaging, high-content, MEF GFP-LC3 | MEF GFP-LC3 puncta imaging; test concentration mostly 10 µM | calls only at 10 µM (by protocol) | 0.98% of 190,000 active | AID 463193, 2010;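 active = percentage of spot-positive cells more than 3 SD above its plate mean, without a fluorescence outlier flag or 80% toxicity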;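 note: spot-positive cell cutoff set from DMSO-treated cells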
Insulin prom up – insulin promoter activators in MIN6 cells, imaging, high-content screening, mouse beta cells; MIN6 insulin promoter-GFP reporter; stronger effect = higher value; 0.3% of 190,000 active; z-score at 5 µM; AID 1625, 2009;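 active = z-score above 3 at 5 µM with at least 500 cells counted in the well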
WT yeast gro inh – growth inhibition of WT strain, primary screen, mitochondrial fusion inhibitor project, WT and mutant strains, chemical genetic | mitochondrial fusion phenotypic screen | inhibition, % at 10 µM | 2.1% of 190,000 active | AID 1362, 2008; in the data active = inhibition above about 58%; tested in S. cerevisiae
Dynein transport – inhibitors of GR-EGFP nuclear translocation, primary screen, dynein cargo transport inhibitor project, imaging, high-content, 3617.4 mouse cells | test concentration mostly 20 µM; stimulated with dexamethasone, 1 µM; stronger effect = lower value | z-score, hits read low | 0.47% of 220,000 active | AID 1381, 2008;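 active = plate z-score of nuclear minus cytoplasmic receptor signal below a set negative limit, without overly bright fluorescence or cell loss, cut at about -3.5 in these data, passing the limit was not always enough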;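 note: z-score of nuclear minus cytoplasmic ring GR-EGFP intensity difference per well; some compounds called inactive have numbers as strong as hits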
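Also added – dexamethasone, 1.0 µM final · Buffer or medium – tet-free, stripped-serum medium · Schedule – induction 48 h, compound 1 h, agonist 30 min · Detection – formaldehyde fixation, Hoechst nuclear stain, 10x automated fluorescence imaging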
AID2073 – inhibitors of Mint1-CaV2.2 protein interaction, biochemical, HTRF (AID 2073); 0.19% of 290,000 active; Voltage-dependent N-type calcium channel subunit alpha-1B (Homo sapiens); one-dose inhibition, % at 20 µM; IC50 in µM for titrated hits; HTRF protein-protein interaction, Mint1-CaV2.2; higher % means a stronger effect; in the data active = inhibition mostly above about 51%, no sharp cut-off; note: some results filed as inactive read as strong as hits
Yfh1-depleted yeast – enhancers of respiration in Yfh1-depleted yeast, dose response, Friedreich's ataxia, plus single-dose screen (AID 1465). 0.074% of 220,000 active. one-dose fold induction at 50 µM; EC50 in µM for titrated hits. S. cerevisiae Yfh1-off respiration, WST-1 reduction, 72 h; higher fold induction means a stronger effect;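 active = fold induction of absorbance versus untreated yeast above a set limit, then at least 30% activation at any dose in follow-up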;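 note: activators that raise dye reduction in frataxin-depleted yeast; strong numbers were not always called active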
MT stabilize HCS – microtubule stabilizers in HeLa cells, primary screen, imaging, high-content imaging. 0.83% of 200,000 active. % tubulin-high responders, % at 10 µM. HeLa tubulin immunostaining HCS, 24 h; share of cells brighter than vehicle mean+2SD. AID 2205, 2009;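 active = plate Z-score above 3 for both tubulin-high and condensed-nucleus cell shares, with cell loss under 80%, at 10 µM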;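 note: anti alpha tubulin signal scored within the nucleus-defined area of each cell; some results filed as inactive read as strong as hits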
HIV fusion peptide – inhibitors of HIV fusion peptide binding, primary screen, biochemical, uHTS, fluorescence dequenching (AID 1986) | inhibition, % at 20 µM; hits with a dose series show IC50 in µM | cell-free peptide binding, fluorescence dequenching, 30 min; higher % means a stronger effect | 0.3% of 290,000 active; in the data active = inhibition mostly above about 52%, no sharp cut-off; inactive = mostly below about 76%; note: some results filed as inactive read as strong as hits
bCat nuc transl – modulators of beta-catenin nuclear translocation, primary screen, imaging, HeLa cells, immunofluorescence, high-content | AID 1665, 2009 | nuclear translocation activity, % at 5 µM | 0.3% of 190,000 active;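 active = nuclear translocation activity above 50% at 5 µM, with a well cell count of 50 or more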;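 note: per-cell ratio of nuclear to cytoplasmic median beta-catenin stain intensity; plate controls were DMSO negative control for no effect and GSK-3 inhibitor IX positive control for full effect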
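System: Human HeLa cells, endogenous beta-catenin | Compound dosing: 5 µM primary, 0.02–20 µM confirmation | Timing: 24 h compound exposure at 37°C, 5% CO2 | Measured by: Fluorescence imaging of beta-catenin antibody stain plus DAPI | Read-out basis: % activation of per-cell nuclear versus cytoplasmic median beta-catenin signal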
WT yeast gro inh mutant strain – also measured in WT yeast gro inh; calls as there; inhibition, %; mitochondrial fusion phenotypic screen, mutant strain inhibition
Dynein transport cytoplasmic EGFP – also measured in Dynein transport; calls as there; z-score; measured here: cytoplasmic GR-EGFP intensity; stronger effect = higher value
Dynein transport nuclear GR-EGFP – recorded beside Dynein transport, whose call it bears; z-score; measured here: nuclear GR-EGFP intensity;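 lower value marks the stronger effect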
Dynein transport cell count – second read-out of Dynein transport, no call of its own (marks repeat the call); z-score; measured here: cell count per field
Insulin prom up cell count – also measured in Insulin prom up; calls as there; cell count; measured here: cytotoxicity, nuclei count;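 total cells summed across four imaged fields per well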
bCat nuc transl cell count 5 µM – recorded beside bCat nuc transl, whose call it bears; cell count; measured here: cell count, cytotoxicity flag
MT stabilize HCS Hoechst-high % – also measured in MT stabilize HCS; calls as there; % Hoechst-high responders; measured here: nuclear condensation Hoechst responders;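 share of cells brighter than vehicle mean plus two SD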
MT stabilize HCS cytotoxicity % – further read-out of MT stabilize HCS, marked with its call; toxicity, %; measured here: cytotoxicity by cell density;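 0% = mean cell density of plate MIN control wells and 100% = no cells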
Autophagy mod cell loss 18 h – further read-out of Autophagy mod, marked with its call; toxicity, %; measured here: cell loss, nuclei count;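 cell loss after 18 h compound exposure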
* = called active by the depositor; i = inactive; . = no result given. An unsorted share of the library; 4.2% or so of the library scored in one or more.

Values run as follows: bCat nuc transl	Autophagy mod	Autophagy mod cell loss 18 h	WT yeast gro inh	HIV fusion peptide	Insulin prom up cell count	bCat nuc transl cell count 5 µM	MT stabilize HCS cytotoxicity %	Dynein transport cell count	Dynein transport nuclear GR-EGFP	WT yeast gro inh mutant strain	MT stabilize HCS Hoechst-high %	Yfh1-depleted yeast	AID2073	MT stabilize HCS	Dynein transport cytoplasmic EGFP	Insulin prom up	Dynein transport
1	CC(CCc1ccccc1)NC(=O)c1cncc(Br)c1 (stereo not drawn)
 : .	i	7	-7	-0.3%	1068	.	6.8	-0.59	0.41	7	1.9	i	5%	2.4	-0.063	-0.28	0.33
2	CCCSc1cc(NCCOC(C)=O)c([N+](=O)[O-])c2nonc12
 : -0.3	i	-4	5	-0.8%	1387	957	5.5	-0.66	0.15	-16	2.4	i	-9%	0.9	-0.16	-0.11	-0.15
3	O=C(O)c1ccc(CSc2nnc(-c3ccncc3)n2CC2CCCO2)cc1 (stereo not drawn)
 : -2.2	i	5	0	-2.3%	1201	1198	8.4	0.93	-0.33	2	1.9	i	2%	1.1	-0.19	0.63	-0.68
4	CN(CCCNC(=O)C1CCC(=O)N1Cc1ccc(F)cc1)c1ccccc1 (stereo not drawn)
 : -1.7	i	0	9	0.6%	1006	1174	9.1	0.6	-0.098	8	3.0	i	-1%	5.4	1.4	-0.56	-0.9
5	N/C(CC(=O)Nc1ccc(F)c(Cl)c1)=N\OC(=O)c1cccs1
 : 0.5	.	.	.	0.5%	.	1289	.	-0.31	0.13	.	.	i	-10%	.	-0.24	.	0.58
6	Cc1onc(-c2ccccc2Cl)c1C(=O)Nc1cc(=O)n(C)c(=O)n1C
 : .	i	0	.	.	.	.	1.3	-0.68	-0.3	.	1.3	i	.	1.4	0.23	.	-0.89
7	Cc1ccc(C(=O)Nc2ccc(OCc3ccccc3)cc2)cc1[N+](=O)[O-]
 : -0.5	i	8	6	-3.6%	1161	1434	8.7	-0.37	0.82	-4	2.0	i	17%	1.7	-0.21	0.26	2.7
8	O=C(COc1ccc(-c2nnco2)cc1)N1CCN(S(=O)(=O)c2ccccc2)CC1
 : -3.7	i	-4	-11	0.9%	1006	908	8.6	0.27	0.004	-11	2.1	i	4%	2.7	-0.27	-0.18	-0.29
9	Cc1ccc(Oc2nc3ccccc3n3c(C)nnc23)cc1
 : 0.0	i	-11	13	0.1%	992	1159	8.4	0.42	-0.016	9	3.5	i	6%	5.0	-0.19	0.62	-0.54
10	C/C(=N\NC(=S)NCc1ccccc1)c1ccc(C)o1
 : -2.3	i	25	56	-0.1%	1573	886	8.6	-0.54	0.35	52	1.3	i	-6%	4.7	-0.19	0.31	0.3
11	O=C(CN(CCc1ccccc1)C(=O)CNS(=O)(=O)c1ccccc1)NCC1CCCO1 (stereo not drawn)
 : -0.9	i	1	22	1.0%	1368	1007	15	0.48	1	4	0.4	i	1%	2.8	-0.21	-0.2	1.3
12	O=C(CCNS(=O)(=O)c1cccc2nsnc12)NCCc1ccccc1
 : -1.1	i	-2	6	-1.7%	1303	1087	6.0	0.034	0.34	0	2.5	i	-2%	5.2	-0.22	0.34	-0.19
13	C=CCSc1ncnc2sc(C)c(C)c12
 : .	i	-6	7	0.0%	1195	.	1.2	-0.24	0.012	2	1.9	i	-4%	2.1	-0.28	-0.55	0.7
14	S=C(Nc1ccc(Br)cc1Cl)NC1CCN(Cc2ccccc2)CC1
 : 6.1	i	11	32	-1.8%	1451	907	5.7	0.71	-0.47	43	2.7	i	-17%	5.2	-0.3	1.2	-1
15	Cc1cc(C)cc(-n2nnc(C(=O)NCc3ccc4c(c3)OCO4)c2N)c1
 : 3.1	i	-4	-6	0.0%	.	497	9.5	-0.17	0.11	5	1.5	i	3%	1.5	-0.23	.	-0.22
16	c1ccc(-n2nnnc2NCCc2c[nH]c3ccccc23)cc1
 : 2.5	i	-2	0	-2.3%	1096	719	9.6	0.48	0.068	-5	2.8	i	-6%	2.2	-0.19	0.3	-0.19
17	COc1ccc(NC(=O)COC(=O)CCCOc2ccc(Cl)cc2Cl)cc1Cl
 : 1.6	i	-5	0	1.2%	1415	913	5.2	0.66	-0.55	6	2.3	i	-11%	5.0	-0.27	0.1	-0.47
18	COC(=O)c1ccccc1NC(=O)CN1CCC(C(=O)c2ccc3c(c2)OCCO3)CC1
 : -0.1	i	22	41	-0.5%	652	795	10	-0.66	0.19	24	2.8	i	0%	3.1	-0.16	0.14	-0.25
19	O=C(NCc1nc2ccccc2[nH]1)C1=C[C@@H](c2csc3ccccc23)C[C@@H](OCc2ccc(CO)cc2)O1
 : -2.0	i	3	9	3.1%	1194	1141	8.4	-0.0049	0.24	7	2.8	.	30%	5.2	-0.29	-1.4	-0.22
20	CCN1CCN(C(c2cccs2)C(C)NC(=O)CC(C)C)CC1 (stereo not drawn)
 : 4.9	i	11	5	-1.6%	1223	1464	9.0	0.099	-0.17	10	3.5	i	7%	2.9	-0.34	-0.24	-0.59
21	CCOc1ccc(C(=O)OCC(=O)Nc2ccc(SC(F)F)cc2)cc1OCC
 : -1.1	i	4	-34	-1.6%	1296	516	8.2	0.38	0.52	-11	2.9	i	-2%	3.3	-0.25	0.33	-0.23
22	O=c1c(Cc2c(F)cccc2Cl)c(O)ccn1CCc1ccccn1
 : -2.0	i	-40	-1	0.6%	1497	1025	2.7	0.39	0.037	5	2.0	i	-8%	3.8	-0.29	0.77	0.0013
23	O=C(c1ccccc1NS(=O)(=O)c1cccs1)N1CCCC1
 : -2.6	i	22	10	1.3%	1333	950	0.1	0.74	0.28	3	1.8	i	7%	3.6	1.5	0.02	0.42
24	O=C1N=C(N2CCN(c3ccccc3)CC2)S/C1=C\c1cn[nH]c1-c1ccccc1
 : 0.3	i	-10	-3	0.4%	1200	952	3.7	0.21	0.29	22	1.9	i	13%	1.7	-0.25	-0.43	0.43
25	CC1(c2ccccc2)CC(C)(C)n2c(O)c(C3=NC(=S)NC3=O)c3cccc1c32 (stereo not drawn)
 : 3.0	.	.	.	-2.5%	884	1301	.	-1.8	1.6	.	.	i	9%	.	-0.17	-0.01	2.1
26	COc1cccc(-c2csc(N3CCN(C(=S)Nc4ccccc4C)CC3)n2)c1
 : 0.4	i	-17	36	2.7%	.	999	6.5	-0.4	0.34	34	1.5	i	-3%	3.0	-0.26	.	0.12
27	Cc1csc(NC(=O)CSc2nnc(Cc3cccn3C)n2CCc2ccccc2)n1
 : -0.7	i	9	7	1.4%	1450	1094	6.1	0.5	0.17	0	2.3	i	-1%	2.0	-0.21	1.2	-0.18
28	Cc1ccc2c(c1)/C(=N/OS(=O)(=O)c1ccccc1)CCS2
 : .	i	11	.	.	.	.	2.1	0.78	-0.4	.	2.3	i	.	3.4	-0.22	.	-0.18
29	CCN(C(=O)CSc1nnc2c3ccccc3n(CC)c2n1)C1CCS(=O)(=O)C1 (stereo not drawn)
 : 1.0	i	21	-5	0.2%	1548	1038	9.2	1.4	-0.057	15	1.5	i	2%	3.9	-0.26	-0.23	-0.15
30	COc1ccc(Nc2oc(COc3cccc(C)c3)nc2C#N)cc1
 : .	i	0	6	-1.2%	1209	.	7.9	0.16	0.5	-57	2.9	i	2%	4.9	-0.25	-1.3	1.4
31	COc1ccc(NC2=C(c3ccc(OC)cc3)C(=O)c3ccccc32)cc1
 : 0.4	i	0	15	-4.4%	.	1108	4.4	-0.33	0.57	3	2.3	i	-6%	4.6	-0.25	.	1
32	CCN(CC)CCN1C(=O)C(=O)/C(=C(/O)c2ccc(F)cc2)C1c1cccnc1 (stereo not drawn)
 : -1.1	i	7	-13	-2.4%	1467	1092	6.1	0.43	-0.58	23	2.9	i	-16%	1.7	-0.28	0.47	-0.73
33	COc1ccc(NC(=O)Nc2ccccc2F)cc1
 : .	i	9	2	0.2%	888	.	4.0	0.4	-0.062	-2	2.0	i	-5%	1.1	-0.07	0.4	0.16
34	Cc1ccc(S(=O)(=O)N2CCCCC2)cc1NC(=O)CSc1nccn1C
 : -3.0	i	11	-1	-1.7%	1731	1047	8.9	-0.33	-0.48	11	2.4	i	-6%	1.4	-0.37	0.07	0.19

Sorted by count of non-hydrogen atoms (largest number first): 4 of the compounds above
Values run as follows: bCat nuc transl	Autophagy mod	Autophagy mod cell loss 18 h	WT yeast gro inh	HIV fusion peptide	Insulin prom up cell count	bCat nuc transl cell count 5 µM	MT stabilize HCS cytotoxicity %	Dynein transport cell count	Dynein transport nuclear GR-EGFP	WT yeast gro inh mutant strain	MT stabilize HCS Hoechst-high %	Yfh1-depleted yeast	AID2073	MT stabilize HCS	Dynein transport cytoplasmic EGFP	Insulin prom up	Dynein transport
32	CCN(CC)CCN1C(=O)C(=O)/C(=C(/O)c2ccc(F)cc2)C1c1cccnc1 (stereo not drawn)
 : -1.1	i	7	-13	-2.4%	1467	1092	6.1	0.43	-0.58	23	2.9	i	-16%	1.7	-0.28	0.47	-0.73
31	COc1ccc(NC2=C(c3ccc(OC)cc3)C(=O)c3ccccc32)cc1
 : 0.4	i	0	15	-4.4%	.	1108	4.4	-0.33	0.57	3	2.3	i	-6%	4.6	-0.25	.	1
30	COc1ccc(Nc2oc(COc3cccc(C)c3)nc2C#N)cc1
 : .	i	0	6	-1.2%	1209	.	7.9	0.16	0.5	-57	2.9	i	2%	4.9	-0.25	-1.3	1.4
28	Cc1ccc2c(c1)/C(=N/OS(=O)(=O)c1ccccc1)CCS2
 : .	i	11	.	.	.	.	2.1	0.78	-0.4	.	2.3	i	.	3.4	-0.22	.	-0.18
